Compound activity as filed in PubChem BioAssay.
Hsp70 displacement – small molecules displacing fluorescent ligand from Hsp70 – biochemical, fluorescence polarization, primary screen (AID 583); one-dose displacement, % at 20 µM; IC50 in µM for titrated hits; actives 0.06% (n = 140,000); Hsp70 fluorescence polarization probe displacement, mP; higher % means a stronger effect; in the data active means displacement above about 50%;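 further: plate controls were vehicle for no effect and reference ligand for full effect; a part of the inactive calls stands beside numbers as strong as those of hits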
MKP-3 inhibition – MKP-3 phosphatase inhibitors, primary screen, biochemical, rat enzyme, in vitro (AID 425); actives 0.17% (n = 110,000); inhibition, % at 20 µM; hits with a dose series show IC50 in µM; recombinant MKP-3 phosphatase activity, fluorescence; higher % means a stronger effect; in the data active means inhibition above about 50%;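 further: plate controls were vehicle for no effect and reference inhibitor for full effect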
* = called active by the depositor; nt = no result given; & = joins results of further samples. Some of the compounds tested; the hit share may differ from the screen's.

Start of the data: the first 3 records, to show the layout:
Compound,Hsp70 displacement,MKP-3 inhibition
COc1cccc(-c2nn(C)c3sc(C(=O)N4CCN(c5ccccn5)CC4)cc23)c1,1.1%,-3%
c1ccc(-c2nc(-n3ccnc3)nc(-n3ccnc3)n2)cc1,4.9%,5%
CC1(C)CC(Cc2ccccc2)(C(CN)CO)CCO1 (centres undefined),2.1%,4%

Main list, previewed entries included:
Compound,Hsp70 displacement,MKP-3 inhibition
COc1cccc(-c2nn(C)c3sc(C(=O)N4CCN(c5ccccn5)CC4)cc23)c1,1.1%,-3%
c1ccc(-c2nc(-n3ccnc3)nc(-n3ccnc3)n2)cc1,4.9%,5%
CC1(C)CC(Cc2ccccc2)(C(CN)CO)CCO1 (centres undefined),2.1%,4%
CC(O)c1cccc(NC(=O)c2cc3n(n2)C(C(F)(F)F)CC(c2ccc(Cl)cc2)N3)c1 (centres undefined),1.0%,2%
CC1=C(C(=O)OCCc2ccccc2)C(c2ccccc2OC(C)C)CC(=O)N1 (centres undefined),2.7%,5%
CCOc1ccc(NC(=O)CN2CCC(NC(=O)C3CCCCC3)CC2)cc1,-0.2%,-3%
COCCCNC(=O)COc1ccccc1C,-3.4%,0%
C=CCn1c(Cc2cccs2)nnc1SC/C=C/c1ccccc1,-4.4%,nt
Cc1cccc(-n2c(Cn3nc(C)c([N+](=O)[O-])c3C)n[nH]c2=S)c1,-1.3%,nt
NC1=NC2(CCCCC2)N=C(Nc2cccc3ccccc23)N1,-0.2%,4%

3 compounds out of the list, ordered by molar mass, falling:
Compound,Hsp70 displacement,MKP-3 inhibition
COc1cccc(-c2nn(C)c3sc(C(=O)N4CCN(c5ccccn5)CC4)cc23)c1,1.1%,-3%
C=CCn1c(Cc2cccs2)nnc1SC/C=C/c1ccccc1,-4.4%,nt
COCCCNC(=O)COc1ccccc1C,-3.4%,0%

The listing continues:
Compound,Hsp70 displacement,MKP-3 inhibition
CC(C)C(=O)N1CCN(C2=NS(=O)(=O)c3ccccc32)CC1,1.3%,-3%
Cc1cc(OCC(=O)OC(C)C)c2c(-c3ccccc3)cc(=O)oc2c1,1.4%,2%
Nc1nnc(SCC(=O)NCCc2ccccc2)s1,5.5%,2%
COc1cc(/C=C(\C#N)C(=O)Nc2cccc(Cl)c2)ccc1O,-3.8%,3%
CC(=O)C1=C(O)C(=O)N(CCN(C)C)C1c1ccc(Cl)cc1 (centres undefined),3.4%&-7.5%,-14%&2%
Cc1nc2ccccc2c2oc(C(=O)Nc3ccc4c(c3)OCCO4)cc12,3.4%,-12%
CCOC(=O)c1ccccc1N/C=C1\CCCCC1=O,4.0%,nt
CCOc1ccccc1N(CC(=O)Nc1ccc(C)cc1C)S(=O)(=O)c1ccccc1,-3.0%,4%
O=C(COc1ccc(Br)cc1)NCc1ccncc1,-5.0%,2%
O=C(NC(=S)Nc1ccc([N+](=O)[O-])cc1O)c1ccc(F)cc1,-2.1%,-5%

Later entries.
Compound,Hsp70 displacement,MKP-3 inhibition
CCCNC(=O)C(=O)Nc1ccc(N(C)C)cc1,-2.4%,nt
CCC(=O)Nc1nc2ccccc2n1CCN(C)C,2.4%&-2.7%,-2%&3%
Cc1ccccc1OCCCCN1CCCC1,-3.5%,-1%
COC(=O)c1c(N)sc(C)c1-c1cccc(Cl)c1,-4.5%,6%
CC1=C(C(=O)Nc2ccc(Cl)cc2)C(c2ccc(F)cc2)NC(=S)N1 (centres undefined),-2.6%,5%
O=C(O)c1cscn1,-4.6%,-5%
CC(=O)N(CN1C(=O)c2ccccc2C1=O)c1ccccc1,0.7%,-2%
COc1cccc(C2=NOC(C(=O)NC(C)C)C2)c1 (centres undefined),-0.2%,-10%
N#CCCn1nc(-c2ccccc2)cc1-n1c(C(F)(F)F)nc2ccccc21,-0.4%,0%
COC(=O)CN(c1cccc(OC)c1)S(=O)(=O)c1ccccc1,-1.3%,-2%

(further entries)
Compound,Hsp70 displacement,MKP-3 inhibition
O=C(CNS(=O)(=O)c1ccc(Br)s1)NCC1COc2ccccc2O1 (centres undefined),1.2%,8%
CCCCc1nc2ccccc2c(NC(=O)CN2CCN(C)CC2)c1CCC,nt,-9%
CC(C)NC(=O)c1ccccc1-c1nc(-c2ccccc2Cl)no1,1.2%,-12%
Cc1ccc(S(=O)(=O)Oc2ccc(/C=N/NC(=O)c3c(Cl)cnn3C)cc2)cc1,-2.2%,nt
CCOc1ccc(C(=O)Nc2ccc(S(=O)(=O)N3CCOCC3)cc2)cc1OCC,7.5%,-11%
COc1ccc(OC)c(N(CC(=O)Nc2ccccc2Cl)S(C)(=O)=O)c1,-5.3%,-3%
CCC(Sc1nc2ccc(N)cc2s1)C(=O)Nc1nccs1 (centres undefined),1.1%,nt
CCCC(=O)Nc1ccc(C(=O)Nc2nc(CC(=O)OCC)cs2)cc1,1.9%,nt
CCOc1ccc(C)cc1S(=O)(=O)Nc1ccc(Cl)cn1,11%,nt
CCOC(=O)c1cc(C)n(Cc2ccc(OCC)c(OC)c2)c1C,1.0%,nt

(list continues)
Compound,Hsp70 displacement,MKP-3 inhibition
CCN(CC)C(=O)C(C)OC(=O)COc1ccc(Cl)cc1C (centres undefined),3.7%,1%
C/C(=C\C(=O)OCCOCCOC(=O)/C=C(\C)NC1CC(C)(C)NC(C)(C)C1)NC1CC(C)(C)NC(C)(C)C1,-3.9%,-1%
CCOC(=O)c1ccc(N2C(=O)C3C(C2=O)C(C(=O)c2ccc(Cl)cc2)N2CCCC32)cc1 (centres undefined),5.5%,0%
O=C(c1ccco1)N(CC1CCCO1)c1nc(-c2ccccc2)cs1 (centres undefined),-1.9%,4%
COc1ccc(C(=O)NC2=C(C#N)CCC2)cc1OC,3.0%,-15%
CC(=Nc1cccc(O)c1)c1sc2ccccc2c1O,-5.1%,5%
CC(C)c1ccc(NC(=O)CN(CCc2ccccc2)S(=O)(=O)c2ccccc2)cc1,-0.5%,0%
O=C(c1ccccc1)N1CCN(c2cc(N3CCCC3)c(F)cc2[N+](=O)[O-])CC1,-2.0%,3%
Cc1cc(C)cc(Nc2ncc3c(n2)CCCC3=O)c1,-5.6%,2%
Cc1nc2sc3c(c2c(=O)o1)CCCC3,3.5%,-6%

Other records.
Compound,Hsp70 displacement,MKP-3 inhibition
O=C(O)c1ccc(N2C(=O)CC(NC3CCN(Cc4ccccc4)CC3)C2=O)cc1 (centres undefined),-2.0%,-1%
COc1cc(NS(=O)(=O)c2ccc(N)cc2)nc(OC)n1,nt,-1%
O=C1C2CCCN2C(c2cccc(F)c2)N1c1cccc(Cl)c1 (centres undefined),0.5%,-9%
Cc1ccc(SCCNS(C)(=O)=O)cc1,2.7%&-0.6%,0%&0%
Cc1ccc(-c2nc3cc(NCc4ccc5c(c4)OCO5)ccc3o2)cc1,-3.3%,4%
CS(=O)(=O)N1Cc2ccccc2CC1C(=O)Nc1ccccc1C(N)=O (centres undefined),4.5%,2%
CCOC(=O)C(Cc1ccc(NC(=O)/C(=C/c2ccc(OC(C)=O)cc2)NC(C)=O)cc1)N1C(=O)c2ccccc2C1=O (centres undefined),2.0%,-4%
COC(=O)c1sccc1NC(=O)c1cc(-c2ccc(OC)cc2OC)nc2ccccc12,4.3%,0%
CCCN1C2=C(C(=O)CC(C)(C)C2)C(c2ccc(F)cc2)C2=C1c1ccccc1C2=O (centres undefined),-0.6%,nt
CCOC(=O)c1c(NC(=O)c2ccc(Cl)c(Cl)c2)sc(C(=O)Nc2ccccc2F)c1C,-5.6%,2%

Next part:
Compound,Hsp70 displacement,MKP-3 inhibition
COc1ccc(OC)c(/C=N\NC(=O)COc2ccc(Cl)cc2Br)c1,-2.4%,1%
Cc1ccc(S(=O)(=O)Cc2ccc(C(=O)NCCCN3CCCC3=O)o2)cc1,5.8%,-2%
COC(=O)c1cc2nc(-c3ccc(OC)cc3)cc(C(F)(F)F)n2n1,-0.7%&4.9%,-5%&-3%
CC(CN1CCN(C)CC1)OC(=O)c1ccc(Cl)cc1Cl (centres undefined),15%,-10%
CN1C(=O)NC(=O)/C(=C/c2ccc(-c3ccc(Cl)cc3Cl)o2)C1=O,5.7%,67%*
Cc1ccc(NC(=O)CCn2nc(C)cc2C)cc1,0.1%,nt
O=C(NCc1cccc(CNC(=O)NC2CCCCC2)c1)NC1CCCCC1,-0.1%,2%
Cc1ccc(C2NC(=O)Cc3ccccc32)cc1 (centres undefined),-3.4%,nt
Cc1ccc(OCC(=O)Nc2ccc(C)cc2[N+](=O)[O-])c(Br)c1,-2.5%,5%
COc1ccc(C2SCC(=O)N2CCc2ccc(OC)c(OC)c2)c(OC)c1 (centres undefined),-6.7%,1%

(cont.)
Compound,Hsp70 displacement,MKP-3 inhibition
CCSc1nc2c([nH]c3ccccc32)c(=O)n1C,-1.0%,6%
O=C(CN1c2cccc3cccc(c23)S1(=O)=O)N1CCOCC1,-0.9%,-2%
CCCNC(=O)Cn1cnc2sc(C(=O)Nc3cc(OC)c(OC)c(OC)c3)c(C)c2c1=O,1.5%,nt
CCOC(=O)N1CCN(C(=O)c2ccc3nc(C)sc3c2)CC1,-2.8%,3%
O=C(c1cccs1)N1CCn2c1nc1ccccc12,3.8%,-1%
COc1cc(OC)c(-c2nc3cnccc3n2C)cc1OC,-0.4%,-12%
O=C1Nc2ccccc2/C1=N/N=C/c1cccc(Oc2ccccc2)c1,-0.8%,4%
COc1ccc(CN2C(=O)[C@@H]3C(c4ccc(F)cc4)=NO[C@@H]3C2=O)cc1,2.1%,-2%
COC(=O)C1=C(C)NC2=C(C(=O)c3ccccc32)C1c1ccccc1OCc1ccc(Br)cc1 (centres undefined),-2.6%,-2%
Cc1cc(-c2nn3c(-c4ccccc4)nnc3s2)c2ccccc2n1,4.8%,7%

Later entries.
Compound,Hsp70 displacement,MKP-3 inhibition
COc1ccc(C(=O)Nc2ccccc2)cc1S(N)(=O)=O,0.6%,3%
S=c1[nH]nc(-c2cccc(Cl)c2)n1-c1ccccc1,4.0%,0%
CCN(CC)CCCCOc1ccc(Cl)cc1C,5.0%,1%
COc1cc(/C=N/n2c(C)nnc2C)ccc1O,2.8%,-3%
COc1ccccc1NC(=O)c1c(NC(=O)Cc2ccccc2)sc2c1CCC(C)C2 (centres undefined),1.3%,0%
CCN(CC)CCOCCOCCN(CC)CC,0.4%,-1%
O=C1NC(=O)N(c2ccc(Br)cc2)C(=O)/C1=C/c1ccc2c(c1)OCO2,-4.2%,3%
Cc1cccc(N2C(=O)NC(=O)/C(=C\c3cc(Br)c(O)c([N+](=O)[O-])c3)C2=O)c1,8.2%,-1%
CCOc1ccc(C(=O)COC(=O)CC)cc1,-1.6%,3%&-1%
CCc1c(C)sc(NC(=O)CCc2ccc(OC)cc2)c1C(=O)OC,1.5%,2%

Next section.
Compound,Hsp70 displacement,MKP-3 inhibition
COC(=O)C(Cc1ccc(O)cc1)NC(=O)C(C)Oc1ccccc1 (centres undefined),3.5%,-9%
COc1cc(NC(=O)CSCc2ccc(Cl)cc2Cl)c(C(=O)O)cc1OC,-1.1%,1%
CCOc1ccc2nc3c(cc2c1)CN(CCOC)C(=NCCOC)S3,1.2%,nt
O=C(NCc1ccco1)c1c2c(nc3ccccc13)CCC2,5.9%,3%
O=C(CC1Oc2ccccc2NC1=O)NCCCN1CCN(Cc2ccccc2)CC1 (centres undefined),-0.2%,0%
O=C(C1CCCN(S(=O)(=O)c2cnc[nH]2)C1)N1CC(=O)N(CCc2ccccc2)C(=O)C1 (centres undefined),3.5%,7%
COC(=O)c1cc(C(=O)Nc2ccccn2)cc([N+](=O)[O-])c1,3.7%,3%
Cc1n[nH]c(C)c1S(=O)(=O)N1CCN(C(=O)c2ccco2)CC1,0.1%,-2%
Cn1nnc2cc(C(=O)NC3CCCCC3)ccc21,4.7%,0%
CCCCNC(=O)CSc1cc(=O)n(C)c2ccccc12,-0.7%,-13%

Additional records follow.
Compound,Hsp70 displacement,MKP-3 inhibition
CC(C)C(=O)Nc1cccc(C(=O)Nc2nccs2)c1,2.4%,-18%
Cc1csc(SC(C)C(=O)Nc2ccc(Cl)cn2)n1 (centres undefined),-3.1%,nt
CCCNC(=O)CSc1nc(-c2cccs2)cc(C(F)(F)F)n1,4.6%,nt
Cc1ccc(-n2ncc3c(N4CCN(c5ccccc5)CC4)ncnc32)c(C)c1,-4.0%,-2%
CN1CCN(Cc2cc(=O)oc3ccc(Cl)cc23)CC1,6.3%,-7%
O=C(Oc1ccccc1OC(=O)N1CCOCC1)N1CCOCC1,6.3%,6%
CN(CCOC(=O)c1ccc2c(c1)OCCO2)Cc1ccccc1,2.3%,3%
COc1ccc(CN2CCN(Cc3ccc(C)cc3)CC2)c(OC)c1OC,-0.3%,0%
Cc1cn([C@H]2C=C[C@@H](CO)O2)c(=O)[nH]c1=O,1.4%,-1%
O=C(Nc1ccc2c(c1)OCCO2)c1ccc(NC(=O)C2CCCO2)cc1 (centres undefined),-1.1%,-15%

The results go on.
Compound,Hsp70 displacement,MKP-3 inhibition
Nc1nc(CSc2ncccn2)nc(Nc2ccccc2)n1,1.5%,nt
CC(=O)c1cccc(NC(=O)Nc2ccc(Cl)cc2)c1,-9.9%,2%
Cc1ccc(/C=C/C(=O)Nc2cccc(Cl)c2C)o1,-2.0%,6%
O=C(NCCCCNC(=O)c1ccco1)c1ccco1,3.7%,-6%
CCc1ccc(-c2nc(CSCC(=O)N3CCN(c4ncccn4)CC3)c(C)o2)cc1,nt,2%
C=CCC(NCc1ccco1)c1ccc(OC)cc1 (centres undefined),-3.9%,nt
CCOC(=O)c1[nH]nc2c1C(=O)N(c1ccc(Br)cc1)C2=O,-1.8%,4%
O=C(c1ccc(Br)cc1)N1CCN(c2ccccn2)CC1,2.0%,-2%
CCN(CC)CCNC(=O)Cn1nc(Cc2ccccc2)c2ccccc2c1=O,3.0%,-8%
Cc1ccc(NC(=O)COc2ccc3ccccc3c2)c([N+](=O)[O-])c1,-0.4%,3%
